# AmpC inh no detg – inhibitors of E. coli AmpC beta-lactamase without detergent; AmpC nitrocefin hydrolysis, absorbance 480 nm, 0.0001% Triton; P00811; Potency, µM (highest dose often 57.1 µM), for the others: at the top dose activity change, negative = inhibition, most hits filed as inhibitors; hit rate 0.52% among 330,000;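 further: potency means the concentration at half of the fitted maximal effect; plate controls were no compound for no effect and no enzyme for full effect; nearly all actives have a fitted effect of over 20% in size; some results filed as inactive show a strong effect at the top dose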
# Target sequence (P00811 whole entry, looked up): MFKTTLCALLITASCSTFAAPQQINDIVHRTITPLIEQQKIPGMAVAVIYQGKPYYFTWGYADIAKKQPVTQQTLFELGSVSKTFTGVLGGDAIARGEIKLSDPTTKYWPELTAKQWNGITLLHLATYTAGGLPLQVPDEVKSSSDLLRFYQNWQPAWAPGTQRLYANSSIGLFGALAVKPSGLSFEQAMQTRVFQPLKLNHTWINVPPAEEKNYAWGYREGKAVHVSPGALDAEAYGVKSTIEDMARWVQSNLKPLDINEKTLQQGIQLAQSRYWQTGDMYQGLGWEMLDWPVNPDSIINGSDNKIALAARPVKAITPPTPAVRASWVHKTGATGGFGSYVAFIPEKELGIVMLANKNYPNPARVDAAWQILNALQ
#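 20 mM phosphate pH 7.0 + 0.01% (detergent screen) or 0.0001% Triton X-100; 5.3 nM AmpC reagent; cpd preinc 15 min RT; nitrocefin (800 uM stock) to start; A480 q20 s × 4 min; Activity was normalised to no-enzyme and no-compound control wells.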
# AmpC inh detg – AmpC beta-lactamase inhibition with detergent present; P00811; AmpC hydrolysis of nitrocefin, absorbance 480 nm, 0.01% Triton; Potency, µM (top dose mostly 114 µM), for inactives: at the top dose activity change, negative = inhibition, most hits filed as inhibitors; hit rate 0.041% among 370,000; AID 485294;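 further: potency means the concentration at half of the fitted maximal effect; 0% = no-compound wells and -100% = no-enzyme wells; nearly all actives have a fitted effect of over 25% in size; some results filed as inactive show a strong effect at the top dose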
#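 AmpC (5.3 nM in the dispensed reagent) in 20 mM phosphate pH 7.0 with 0.01% (detergent screen) or 0.0001% Triton X-100 was preincubated with compounds for 15 min at room temperature. Nitrocefin was then added from an 800 uM solution, and hydrolysis was followed at 480 nm.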
# AMA1-RON2 inh – disrupts binding of P. falciparum AMA1 to RON2. AlphaScreen AMA1-biotinylated RON2 peptide binding. Potency, µM (top dose mostly 58.2 µM), inactives show at the top dose activity change, negative = inhibition, most hits filed as inhibitors. hit rate 0.2% among 360,000. AID 720542;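 further: potency means the concentration at half of the fitted maximal effect; 0% = vehicle wells and -100% = peptide control; nearly all actives have a fitted effect of over 45% in size; some results filed as inactive show a strong effect at the top dose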
#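 AMA1 (3D7) with his tag at 25 nM final met compounds first, then biotinylated RON2 peptide at 25 nM; detection used donor plus acceptor beads, 10 µg/mL apiece, read by AlphaScreen after 30 min at room temperature.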
# HCMV inh – human cytomegalovirus inhibition; hit rate 4.5% among 410,000; activity change, negative = inhibition, % at 57.5 µM; HFF cells, HCMV-luciferase reporter, 72 h; hits give low values; in the data active means activity change below about -60%; inconclusive means no clear call, values can overlap the other calls; inactive means above about -39%
#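 Human foreskin fibroblasts infected with luciferase-reporter HCMV at MOI 1 PFU/cell, compounds at two doses. Luciferase measured 72 h post infection; normalized to buffer-only basal and Salinomycin (10uM) controls.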
# HCV inhibitor – HCV inhibition. Huh7.5.1 HCVcc-Cre infection, luciferase reporter, 44 h. AID 651820. Potency, µM (titrated, usually from 41.8 µM), inactives show top-dose activity change, negative = inhibition, usual class: inhibitors. hit rate 3.4% among 340,000; further: potency means the concentration at half of the fitted maximal effect
#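 Whole-lifecycle infectious HCVcc-Cre system; cells 1,000/well, compound then virus (~0.5 moi) added 4 h after plating, 44 h culture. Luciferase read 15 sec following 15 min substrate incubation, room temp.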
# LmPK inhibitor – blocks Leishmania mexicana pyruvate kinase activity; AID 1721; Potency, µM (titrated, usually from 57.5 µM), for the others: at the highest dose activity change, negative = inhibition, usual class: inhibitors; purified LmPK, Kinase-Glo ATP luminescence, 1 h; hit rate 0.37% among 290,000; further: potency means the concentration at half of the fitted maximal effect
# Target sequence (Q27686 whole entry, looked up): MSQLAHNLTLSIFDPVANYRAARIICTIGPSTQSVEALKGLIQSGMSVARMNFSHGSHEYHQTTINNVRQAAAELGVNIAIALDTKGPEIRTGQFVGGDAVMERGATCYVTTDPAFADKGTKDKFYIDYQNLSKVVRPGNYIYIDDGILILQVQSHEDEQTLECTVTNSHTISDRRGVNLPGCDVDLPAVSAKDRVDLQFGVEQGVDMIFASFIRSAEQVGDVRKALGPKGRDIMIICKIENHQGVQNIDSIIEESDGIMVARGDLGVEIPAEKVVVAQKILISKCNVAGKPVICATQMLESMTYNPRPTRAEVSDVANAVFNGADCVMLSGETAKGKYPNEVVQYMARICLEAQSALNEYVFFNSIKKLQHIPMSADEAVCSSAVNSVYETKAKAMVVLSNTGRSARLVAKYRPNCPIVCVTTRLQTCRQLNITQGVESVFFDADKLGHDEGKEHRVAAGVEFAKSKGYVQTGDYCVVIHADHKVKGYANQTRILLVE
#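 In 50 mM imidazole pH 7.2 with 7 mM MgCl2, LmPK (0.1 nM) turned over PEP (0.5 mM) and ADP (0.1 mM) for 1 h at room temperature. Luciferase read-out of ATP.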
# TbPYK inhibitor – inhibitors of Trypanosoma brucei pyruvate kinase | Q57TT1 | TbPYK enzyme, Kinase-Glo Plus ATP luminescence, 45 min | Potency, µM (series often up to 76.8 µM), for inactives: at the top dose activity, negative = inhibition, most hits filed as inhibitors | hit rate 0.12% among 410,000 | AID 624173; further: potency means the concentration at half of the fitted maximal effect; nearly all actives have a fitted effect of over 50% in size
#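 Glycolytic pyruvate kinase of T. brucei was incubated with substrate, test compound and 130 uM ADP for 45 minutes at room temperature. Luminescent Kinase-Glo Plus signal was measured after 10 minutes.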
# Active calls of the source: *; ? = inconclusive; nt = not tested or not shown; & = joins results of further samples; [ ] = remark or other dose. Unless noted, the call rests on the fitted dose curve; in most records, active means well fitted curve in the direction sought with a large enough effect; inconclusive means small, poorly fitted or top-dose-only effect, or another doubt; inactive means no such curve, though single readings can be large; an effect the other way counts as inactive or inconclusive. Unless noted, on the % scale 0 is the no-effect control and ±100 the full control effect.
entry	SMILES	AmpC inh no detg	HCV inhibitor	AmpC inh detg	TbPYK inhibitor	LmPK inhibitor	HCMV inh	AMA1-RON2 inh
1	CCOC(=O)C1(CCOC)CCN(C(C)CCc2ccc(OC)cc2)CC1 (stereo not drawn)	5.1%	-21.0%	-2.3%	5.6%	1.6%	-26.2	2.4%
2	CCOC(=O)c1sc2ncn(CC(=O)Nc3cc(C)cc(C)c3)c(=O)c2c1C	nt	nt	5.4%	6.4%	nt	16.2	nt
3	c1ccc(CSc2nnc3ccc(-c4ccncc4)nn23)cc1	-7.6%	4.4%	?	-3.7%	6.3%	49.6	14.7%
4	CCCN(CCC)CCCNC(=O)Cn1cnc2sc(C)c(S(=O)(=O)N3CCC(C)CC3)c2c1=O	-9.8%	12.8%	?	1.1%&2.7%	4.3%	56.0&-1.2	-0.1%
5	COc1cccc(CN(C)C(=S)Nc2cccc(C)c2)c1	-28.9%	-13.0%	1.5%	6.5%	2.4%	?	-1.0%
6	O=C(NCc1ccccc1)c1ccc(CN(c2ccccn2)S(=O)(=O)c2ccccc2)cc1	-14.6%	-9.3%	0.7%	-8.2%	6.4%	28.7	-2.2%
7	O=C(Nc1ccccc1C(=O)NCCc1ccccc1)c1cnccn1	0.4%	-15.7%	-2.7%	0.0%	-1.7%	27.5	5.2%
8	CN(CC(=O)Nc1ccccc1Cl)C(=O)Cn1cc(C(F)(F)F)cc(Cl)c1=O	-9.9%	11.7%	-13.8%	3.0%	nt	-20.7	-11.9%
9	Cc1cccc(OCCOC(=O)Nc2ccccc2)c1	-6.7%	-7.1%	2.8%	-6.1%	1.7%	?	18.4%
10	CN(Cc1ccccc1)C(=O)COC(=O)CNS(=O)(=O)c1ccc2ccccc2c1	2.2%	11.0%	-11.3%	0.0%	nt	-2.7	1.2%
11	CCCc1c(C(=O)N/N=C(\C)c2ccc3c(c2)OCO3)nnn1-c1nonc1N	nt	nt	nt	-0.6%	nt	-6.3	-2.2%
12	Cc1cc(C)cc(NC(=O)Cn2cc(S(=O)(=O)NC(C)(C)C)c(S(=O)(=O)NC(C)(C)C)c2)c1	nt	nt	16.2%	1.3%	nt	?	nt
13	COc1ccc(-c2cc3c(=O)n(CC(=O)NCCCN4CCC(N5CCCCC5)CC4)ncn3n2)cc1	-8.0%	3.9%	-5.1%	4.4%	-10.5%	36.1	6.1%
14	CCOc1ccc(CC2C(=O)NC(=O)N(c3ccc(CC)cc3)C2=O)cc1 (stereo not drawn)	-13.3%	12.6%	3.1%	0.1%	-0.5%	-7.3	2.0%
15	Oc1ccc2c(ccc3[nH]cnc32)c1	-1.9%	-9.8%	1.2%	-0.3%	0.6%	-35.1	14.2%
16	CCCNC(=O)C1(CC2CC(c3ccccc3)=NO2)CCN(C(=O)c2cc(OCC)c(OCC)c(OCC)c2)CC1 (stereo not drawn)	nt	?	nt	0.0%	nt	-11.7	-3.2%
17	COc1ccc(/C=N/OCC(=O)Nc2nc3ccccc3s2)cc1OC	24.3%	-7.8%	3.5%	-19.6%	-3.0%	-25.8	15.6%
18	CN(C)c1ncccc1-c1nc2ccccc2s1	-4.0%	-1.2%	-6.0%	-6.4%	-3.9%	-37.5	70.3%[activator]
19	Cc1cccc(N2CCN(S(=O)(=O)c3ccc(Cl)nc3)CC2C)c1 (stereo not drawn)	-7.1%	1.2%	nt	2.7%	nt	0.0	-17.3%
20	O=C(NCC(O)c1ccc([N+](=O)[O-])cc1)C1CCCCC1 (stereo not drawn)	-12.7%	19.3%	0.5%	2.9%	2.7%	?	13.4%
21	Cc1ccccc1CSc1nnc([C@@H]2CCCN2)o1	-11.3%	2.5%	?	9.6%	2.0%	26.3	57.6%[activator]
22	COc1ccc2c(c1OC)CN(C)CCc1cc3c(cc1C(O)C2)OCO3 (stereo not drawn)	-29.6%	-20.8%	-4.9%	-8.1%	-3.2%	nt	8.1%
23	Cc1c(OC(C)C(=O)NCCCN2CCOCC2)ccc2c3c(c(=O)oc12)CCC3 (stereo not drawn)	23.8%	-2.9%	3.3%	-11.6%	-5.7%	-6.1	-2.2%
24	CCOc1ccc(N(CC(=O)Nc2ccc(OC)cc2)S(=O)(=O)c2c(C)[nH]c(=O)[nH]c2=O)cc1	-42.2%	22.5%	-3.5%	2.6%	2.6%	19.5	16.4%
25	COc1ccccc1C1C2=C(COC2=O)Nc2cc3c(cc21)OCO3 (stereo not drawn)	-23.3%	?	-13.9%	nt	2.0%	-87.9*	2.2%

entry	SMILES	AmpC inh no detg	HCV inhibitor	AmpC inh detg	TbPYK inhibitor	LmPK inhibitor	HCMV inh	AMA1-RON2 inh
26	Nc1cccc2c1C(=O)N(c1ccccc1)C2=O	nt	-13.4%	nt	-13.9%	nt	46.4	17.6%
27	Cc1nonc1NC(=O)CSc1nc(C23CC4CC(CC(C4)C2)C3)nc2ccccc12	-18.4%	?	?	2.5%	-1.3%	-68.8*	-2.7%
28	CCNC(=O)N(C)c1c(CC)nc2ccc(C(=O)N3CCN(C(=O)c4ccco4)CC3)cn12	nt	nt	nt	1.4%	nt	-8.1	8.7%
29	CC(C)CC(=O)N(Cc1ccccc1)S(=O)(=O)c1ccc2c(c1)oc(=O)n2C	nt	nt	11.3%	1.0%	nt	-1.4	nt
30	CN1CCN(C(=O)CN2C(=O)NC(C)(c3ccc4ccccc4c3)C2=O)CC1 (stereo not drawn)	1.0%	-16.3%	-5.3%	2.9%	nt	?	8.8%[11.6 µM]
31	COC(=O)c1cc(OC)c(OC)cc1NC(=O)C1CCCO1 (stereo not drawn)	13.3%	17.8%	6.8%	-5.3%	-1.2%	4.9	-1.6%
32	O=C(Nc1cccc(F)c1)C1CCN(C(=O)c2ccc(Br)cc2)CC1	-2.8%	4.2%	?	-3.9%	2.8%	?	31.8%
33	Nc1nnc(SCC(=O)Nc2cc(S(=O)(=O)N3CCOCC3)ccc2N2CCCC2)s1	19.3%	-4.0%	3.3%	1.5%	nt	-9.6	7.6%
34	COc1ccc(/C(C)=N\Nc2nc(-c3ccc(Cl)cc3)cc(C(F)(F)F)n2)cc1OC	-22.2%	?	?	-6.1%	0.5%	?	9.0%
35	C=CCNC(=S)Nc1c(C(=O)OC)[nH]c2cc(OC)ccc12	-19.0%	13.1%	-11.9%	-23.7%	-19.8%	81.2	103.5%[activator]
36	CN(C[C@H](c1ccccc1)N(C[C@H](Cc1ccccc1)N(CCc1ccccc1)N=O)N=O)N=O	-22.8%	-23.5%[8.37 µM]	-0.7%	1.8%	0.0%	-25.9	-2.4%
37	Cc1cc(C(=O)N/N=C/c2ccc(C)s2)n[nH]1	-14.5%	3.5%	-3.6%	-2.2%	5.4%	78.9	11.9%
38	CS(=O)(=O)c1ccccc1C(=O)Nc1cccc(-c2nc3ccccc3o2)c1	50.2%	11.2µM*	-11.8%	5.7%	12.6%	-11.1	-2.8%
39	O=C(CN1CCCCCCC1)N/N=C/c1ccc([N+](=O)[O-])o1	-35.0%	?	0.1%	-0.5%	-1.7%	?	10µM*
40	Cc1cc(=O)[nH]c2nnc(SCC(N)=O)n12	nt	nt	-6.3%	-13.0%	nt	-3.0	nt
41	COc1ccc2nc(NCCCO)[nH]c2c1	-18.0%	-2.2%	1.4%	-4.2%	-0.8%	-4.5	-1.1%
42	CCOC(=O)C1=C(C)NC(C)=C(C(=O)OC)C1c1cccc([N+](=O)[O-])c1 (stereo not drawn)	-19.7%&-3.1%	?	-10.8%&-4.6%	-5.5%&1.2%	6.0%&-0.6%	?	-10.6%
43	Cc1cc(C)c(Cn2c3ccccc3c3cnn(CC(=O)NCc4ccc(Cl)cc4)c(=O)c32)c(C)c1	nt	nt	12.9%	-1.9%	nt	16.9	nt
44	COc1cc(C(O)P(=O)(OCC(C)C)c2ccc(N(C)C)cc2)cc(OC)c1OC (stereo not drawn)	37.9%	22.0%	3.6%	-7.9%	1.8%	-16.8	20.3%
45	CC(C)COc1ccc(C(=O)N/C(=C/c2cccc([N+](=O)[O-])c2)C(=O)O)cc1	-23.2%	9.8%	-0.8%	-6.4%	-1.2%	33.9	-12.4%
46	Cc1nc(NC(=O)CCl)sc1C(=O)N(C)C	-22.1%	?	-1.5%	-1.9%	4.4%	52.7	4.1%
47	Cc1ccc(S(=O)(=O)N(C)c2nonc2C)cc1	-16.3%	19.3%	?	0.9%	-0.1%	-0.9	2.8%
48	CC(=O)c1sc(NC(=O)CCS(=O)(=O)c2ccc(C)cc2)nc1C	-7.9%	2.82µM*	?	1.9%	nt	3.9	3.0%
49	CC(C)C[C@@H]1Cc2[nH][nH]c(=O)c2[C@H](CCc2ccccc2)O1	nt	nt	nt	6.9%	nt	-28.5	14.8%
50	O=C(CNC(=O)c1ccccc1)OC1CCCCC1	-7.0%	9.5%	3.2%	7.8%	-8.9%	31.3	3.2%
51	CCCN(C(=O)Cn1ncc2c([nH]c3ccccc32)c1=O)c1ccccc1C	-7.7%	11.9%	2.0%	-3.4%	9.0%	-6.4	-2.5%
52	Cc1ccc(S(=O)(=O)N2C(=O)CCC2C(=O)N2CCN(C)CC2)cc1 (stereo not drawn)	nt	16.5%	0.9%	5.3%	-1.6%	-1.1	4.4%

# Full records, looked up by structure:
# Listed for `Cc1nc(NC(=O)CCl)sc1C(=O)N(C)C` : AmpC inh no detg: -22.1%; HCV inhibitor: ?; AmpC inh detg: -1.5%; TbPYK inhibitor: -1.9%; LmPK inhibitor: 4.4%; HCMV inh: 52.7; AMA1-RON2 inh: 4.1%
# Listed for `COc1ccc(/C(C)=N\Nc2nc(-c3ccc(Cl)cc3)cc(C(F)(F)F)n2)cc1OC` : AmpC inh no detg: -22.2%; HCV inhibitor: ?; AmpC inh detg: ?; TbPYK inhibitor: -6.1%; LmPK inhibitor: 0.5%; HCMV inh: ?; AMA1-RON2 inh: 9.0%

# 4 structures from above, ordered by length of the SMILES, descending.
entry	SMILES	AmpC inh no detg	HCV inhibitor	AmpC inh detg	TbPYK inhibitor	LmPK inhibitor	HCMV inh	AMA1-RON2 inh
28	CCNC(=O)N(C)c1c(CC)nc2ccc(C(=O)N3CCN(C(=O)c4ccco4)CC3)cn12	nt	nt	nt	1.4%	nt	-8.1	8.7%
29	CC(C)CC(=O)N(Cc1ccccc1)S(=O)(=O)c1ccc2c(c1)oc(=O)n2C	nt	nt	11.3%	1.0%	nt	-1.4	nt
31	COC(=O)c1cc(OC)c(OC)cc1NC(=O)C1CCCO1 (stereo not drawn)	13.3%	17.8%	6.8%	-5.3%	-1.2%	4.9	-1.6%
46	Cc1nc(NC(=O)CCl)sc1C(=O)N(C)C	-22.1%	?	-1.5%	-1.9%	4.4%	52.7	4.1%

# Assay outcomes as filed in PubChem.
